# Screens from PubChem BioAssay.
# Ecoli viability – counter-screen for AddAB inhibitors: E. coli growth inhibition; E. coli V3065 growth, OD600 absorbance, 18 h; inhibition, % at 11.9 µM; actives 0.27% (n = 330,000); AID 449728;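 active = inhibition above the campaign's mean inhibition across all tested compounds plus 3 SD, cut at about 9.9% in these data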;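 also: uninfected addAB+ strain grown without phage in ampicillin broth; 0% = DMSO wells and 100% = ciprofloxacin 0.95 µg/ml wells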
# Tat export inh – E. coli Tat transport inhibition; E. coli MC4100 TorA-mCherry Tat export, fluorescence; inhibition, % at 10 µM; actives 0.036% (n = 340,000);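 active = mean replicate inhibition at least 50% and at least half of replicates individually reaching 50%; inconclusive = only one of the two criteria met; inactive = neither criterion met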;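 also: exported cargo escapes ClpAP degradation while cytoplasmic cargo is degraded and loses fluorescence; 0% = median of neutral control wells and 100% = median of NaSCN control wells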
# HTR5A inv ctr – counter-screen for OPRM1-OPRD1 inverse agonists: human HTR5A inverse agonism. P47898. HTR5A cell line, luminescence. inhibition, % at 9.3 µM. actives 0.083% (n = 340,000); in the data active = inhibition mostly above about 23%, no sharp cut-off; inactive = mostly below about 18%;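 also: 0% = cells with DMSO and 100% = no-cell wells with DMSO; some compounds called inactive have numbers as strong as hits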
# DAGLB inhibitor – diacylglycerol lipase beta (human) inhibition | inhibition, % at 5.17 µM | actives 0.059% (n = 340,000) | HEK293T DAGLB membrane lysate, EnzChek fluorogenic substrate | AID 504411; in the data active = inhibition above about 34%;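 also: 0% = enzyme with vehicle and 100% = wells lacking enzyme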
# Target sequence (Q8NCG7 whole entry, looked up): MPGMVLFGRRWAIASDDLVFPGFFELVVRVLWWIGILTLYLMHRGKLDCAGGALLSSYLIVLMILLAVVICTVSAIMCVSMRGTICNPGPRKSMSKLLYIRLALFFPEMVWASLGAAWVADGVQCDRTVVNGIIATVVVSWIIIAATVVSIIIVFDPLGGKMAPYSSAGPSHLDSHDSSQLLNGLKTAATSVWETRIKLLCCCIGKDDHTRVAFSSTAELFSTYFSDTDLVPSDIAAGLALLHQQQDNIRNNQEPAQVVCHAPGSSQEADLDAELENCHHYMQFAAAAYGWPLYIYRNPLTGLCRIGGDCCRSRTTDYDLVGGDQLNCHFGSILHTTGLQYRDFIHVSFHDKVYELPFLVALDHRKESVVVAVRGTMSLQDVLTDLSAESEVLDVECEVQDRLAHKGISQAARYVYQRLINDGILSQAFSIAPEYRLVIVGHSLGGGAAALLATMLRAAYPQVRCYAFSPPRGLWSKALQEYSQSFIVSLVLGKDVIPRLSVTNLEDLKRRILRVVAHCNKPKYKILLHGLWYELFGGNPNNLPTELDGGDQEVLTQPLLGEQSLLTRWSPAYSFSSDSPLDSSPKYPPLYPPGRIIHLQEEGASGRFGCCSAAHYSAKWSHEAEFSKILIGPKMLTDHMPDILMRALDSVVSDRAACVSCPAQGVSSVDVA
# PKA-R2B act – activators of human PKA-R2B complex. actives 0.079% (n = 340,000). activation, % at 11.4 µM. PKA-R2B holoenzyme dissociation, Cy5-IP20 fluorescence polarization; R2B truncated from residue 108, S112A mutant; 0% DMSO only, 100% 113 µM cGMP;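 active = activation above a cutoff set at the mean over all compounds plus 3 SD, cut at about 18% in these data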;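 also: higher means more holoenzyme dissociation and a rise in polarization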
# Target sequence (P31323 whole entry, looked up, other chains not shown, the tested form may be a part): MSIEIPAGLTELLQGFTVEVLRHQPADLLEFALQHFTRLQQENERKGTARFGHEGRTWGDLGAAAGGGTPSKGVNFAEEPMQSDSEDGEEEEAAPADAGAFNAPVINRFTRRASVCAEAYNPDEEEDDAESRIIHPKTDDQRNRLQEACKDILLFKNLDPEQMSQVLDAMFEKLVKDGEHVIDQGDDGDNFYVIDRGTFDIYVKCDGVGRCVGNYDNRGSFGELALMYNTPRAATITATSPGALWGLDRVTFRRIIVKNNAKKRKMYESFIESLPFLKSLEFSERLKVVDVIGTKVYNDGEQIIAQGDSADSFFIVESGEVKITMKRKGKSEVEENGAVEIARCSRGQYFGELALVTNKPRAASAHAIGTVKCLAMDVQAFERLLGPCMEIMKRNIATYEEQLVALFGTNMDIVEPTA
# AddAB inh – less growth of phage-infected E. coli with AddAB; E. coli expressing H. pylori AddAB, absorbance growth; inhibition, % at 11.9 µM; actives 0.29% (n = 330,000); AID 435030; in the data active = inhibition above about 12%;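 also: 0% = vehicle wells of infected cells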
# HTR5A ag ctr – counter-screen for OPRM1-OPRD1 agonists: human HTR5A agonism; HTR5A agonist assay, luminescence, cell-based; activation, % at 9.3 µM; actives 0.61% (n = 340,000); in the data active = activation mostly above about 9.5%, no sharp cut-off; inactive = mostly below about 7.6%;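 also: 0% = cells with vehicle only and 100% = reference agonist; strong numbers were not always called active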
# PKA-R1A activ – activators of PKA-R1A complex. P00514+P68181. PKA-R1A dissociation, Cy5-IP20 fluorescence polarization; scaled: DMSO 0%, 113 µM cGMP 100%. activation, % at 11.4 µM. actives 0.083% (n = 340,000);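 active = percent activation above the mean of all tested compounds plus 3 SD, cut at about 19% in these data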;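 also: higher means more PKAc released from R1A so a rise in polarization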
# CDK5 p35 inh – CDK5/p35 (human) kinase inhibition; actives 0.01% (n = 330,000); inhibition, % at 10 µM; Q00535+Q15078; Recombinant CDK5/p35, ADP-Glo luminescence, 60 min;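 active = highest replicate inhibition of at least 50% and at least 75% of replicates reaching 50%; inconclusive = only one of the two criteria met; inactive = both criteria failed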;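 also: plate controls were DMSO neutral control for no effect and GW8510 at 10 µM for full effect; many of its hits are not listed in these tables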
# phage Ecoli inh – E. coli growth loss with phage present; growth absorbance; inhibition, % at 11.9 µM; actives 0.26% (n = 360,000); AID 651602; in the data active = inhibition above about 11%
# SUMO Mot1 rescue – blocks SUMOylation pathway, rescuing yeast Mot1-301 growth | S. cerevisiae Mot1-301 growth rescue, ATP luminescence, 38.5C; percent above DMSO median, 100 means doubled | growth rescue, % at 18.8 µM | actives 1% (n = 320,000) | AID 2716;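 active = every valid replicate shows activation above 250% relative to neutral control wells; inactive = the rest, any valid replicate at or below 250%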;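 also: OY570 slx delta 5 strain wells were the positive control but not used for scaling; some compounds called inactive have numbers as strong as hits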
# Numbers without * were called inactive; ? = inconclusive; · = no result given; & = joins results of further samples.
SMILES,Ecoli viability,Tat export inh,HTR5A inv ctr,DAGLB inhibitor,PKA-R2B act,AddAB inh,HTR5A ag ctr,PKA-R1A activ,CDK5 p35 inh,phage Ecoli inh,SUMO Mot1 rescue
CN1CC[C@@]2(C)c3cc(O)ccc3N(C)[C@@H]12,·,22&-9,-3&-1,2&1,-12&-6,·,1&0,-13&-21,0.1&2.7,3.5&3.5,·
Oc1ccccc1-[n+]1c(-c2ccccc2)cc(-c2ccccc2)c(O)c1-c1ccccc1,5.8,-3,-18,4,2,3.2,2,2,-0.9,-1.6,366*
O=C1NS(=O)c2cc([N+](=O)[O-])cc([N+](=O)[O-])c21 (centres undefined),1.7,-3,28,0,-2,1.4,-2,-9,0.8,3.0,-3
CCOC(=O)c1c(/N=C/C2C(=O)NC(=O)NC2=O)sc2c1CCC2,-2.9,8,-10,-4,-3,-1.4,-14,-5,0.5,6.5,-9
Cn1c(O)c(/C=N/N2CCCCC2)c(=O)[nH]c1=O,-0.3,-6,3,-1,-2,0.8,-1,6,-0.3,0.8,-11
CNP1(NC)=Nc2nn(-c3ccccc3)c(N)c2C(c2ccccc2)=N1,-0.9,2,-1,0,0,-1.1,-5,-15,0.0,0.9,2
Cc1cc(C)c(S(=O)(=O)NCC2CCC(C(=O)N3CCC4(CC3)OCCO4)CC2)c(C)c1 (centres undefined),-2.1,-1,-14,0,-6,2.3,5,-14,-1.0,1.1,111
Cc1cccc(-n2c(-c3ccc([N+](=O)[O-])cc3)nc3ccccc3c2=O)c1,-1.1,-16,-16,2,-1,1.9,6,-1,0.7,3.5,27
O=c1[nH]c(=O)n(CCC2=CCCCC2)c(O)c1/C=N/Nc1cccc2ccccc12,-0.7,-5,17,16,3,2.2,1,-4,0.4,-1.9,9
CCOC(=O)C1SC2(C(F)(F)C(F)F)CC1(O)c1c(c(OC)c3occc3c1OC)O2 (centres undefined),-0.7,2,-1,0,1,0.9,0,-17,1.6,-1.3,-8
Cc1ccccc1N1CCN(C2CCCN(C(=O)Cc3c(C)noc3C)C2)CC1 (centres undefined),0.8,2,17,0,-3,4.0,6,-14,-0.3,1.5,-22
COc1ccccc1CC(=O)N1CCN(CCc2ccccc2)CC1,0.7,0,16,-1,-3,3.8,0,1,0.1,1.7,25
Cc1ccc(NP(=O)(Oc2ccccc2F)Oc2ccccc2F)cc1C,-0.2,-1,14,-5,0,5.3,-2,-12,0.5,0.9,-16
COc1ccc(C(=O)C2(C)N(O)C(C)C(c3cccs3)=[N+]2[O-])cc1 (centres undefined),-2.0,?,-34,-4,2,-0.9,4,-4,0.2,-0.5,-2
C[C@]12CCC3C(CC[C@H]4[C@H](O)[C@H](O)CC[C@]34C)C1CC[C@@H]2O (some centres undefined),·,0,-11,-1,-2,·,3,0,-0.8,1.5,·
O=c1[nH]c(=O)n(CCc2ccccc2)c(O)c1C=NCCN1CCNCC1,-0.4,2,-14,3,-3,3.8,6,-4,1.7,0.9,-7
O=c1c2ccccc2ncn1-c1ccc([N+](=O)[O-])c(C(F)(F)F)c1,-1.4,4,0,-2,-5,-0.7,0,9,-0.7,2.1,13
CC(=O)c1cn(Cc2ccc(F)cc2)c2ccccc12,0.1,-8,-20,-5,-2,2.4,5,-1,0.4,0.0,-40
COC(=O)C1=C(c2ccc(-c3ccccc3)c(F)c2)C[C@@H]2CC[C@H]1N2C(=O)NCCNC(C)=O,-0.7,-9,1,0,5,0.9,2,-3,-2.3,2.5,8
O=C(Cc1cc(=O)oc2cc(O)ccc12)NN=Cc1ccc(N(CCCl)CCCl)cc1,·,-2,-5,8,8,·,1,-13,2.8,1.8,·
CCCCn1c(NS(=O)(=O)c2ccccc2)c(C(=O)OCC)c2nc3ccccc3nc21,-1.0,4,13,-22,-12,2.4,0,3,0.8,2.5,-19
CCN(CC)P(c1n(C)cc[n+]1C)N(CC)CC,2.2,-16,12,-1,-1,2.4,-4,-6,-0.9,5.0,0
C=CCn1c(O)c(C(C)=NCc2ccco2)c(=O)[nH]c1=O,-0.6,-3,1,-1,-5,-0.4,-1,6,0.2,1.4,129
Cc1cc(C)nc(-n2c(C)nc3cc(Cl)ccc3c2=O)c1,-0.5,0,-4,0,-7,-0.3,-4,-4,0.9,1.8,14
CCCNC(=O)N1[C@H]2CC[C@@H]1C(C(=O)OC)=C(c1ccc(C(C)=O)cc1)C2,0.6,-13,-12,4,-4,0.8,5,-4,-2.0,5.0,5
# Additional compounds follow:
SMILES,Ecoli viability,Tat export inh,HTR5A inv ctr,DAGLB inhibitor,PKA-R2B act,AddAB inh,HTR5A ag ctr,PKA-R1A activ,CDK5 p35 inh,phage Ecoli inh,SUMO Mot1 rescue
CCOc1ccc(N2C(=O)NC(=O)/C(=C/c3cnc(SC)nc3)C2=O)cc1,0.3,5,0,0,0,3.3,0,2,-0.7,4.7,-5
C=CCn1c(O)c(C=NC2CCN(Cc3ccccc3)CC2)c(=O)[nH]c1=O,0.5,-8,-19,-4,-18,0.3,2,7,-1.0,2.2,200
C=C(C)C1(CCCC)C(=O)NC(=S)NC1=O,·,-2,15,-2,-4,·,-4,3,1.2,2.5,·
C=CCn1c(O)c(C(CC)=Nc2ccc(N(CC)CC)cc2)c(=O)[nH]c1=O,0.7,3,-9,-1,-12,1.2,3,-1,-5.6,2.4,-3
N#CC1=C(N)Oc2c(c(=O)oc3ccccc23)C1c1cccnc1 (centres undefined),-0.4,2,-15,3,-9,2.0,6,2,-3.0,2.9,-4
Nc1c2c(nc3sc4c(c13)CCCCC4)CCCC2,1.4,0,9,-1,-5,0.9,-3,-11,-2.9,4.0,10
CC(c1ccccc1)[n+]1ccccc1 (centres undefined),1.8,-5,-12,1,-5,3.6,6,0,0.2,1.3,16
Cc1ccc(-n2c(O)c(/C=N/NC(=O)c3ccncc3)c(=O)[nH]c2=O)cc1,0.3,-2,5,-1,-5,1.9,-1,-6,0.5,4.3,-3
CCC(=O)OC1(c2ccccc2)C(C)CN(C)CC1C (centres undefined),0.8,-4,-3,-4,-13,1.5,-3,11,1.9,2.5,9
O=C1CCCN1C(=O)c1cncc(Br)c1,2.3,-3,-2,0,-10,3.7,1,-5,0.2,2.9,-11
C[C@]12CCC3C(CC[C@H]4C[C@H](O)[C@H](O)C[C@]34C)C1CC[C@@H]2O (some centres undefined),·,-1,-6,1,5,·,2,-8,-0.1,0.0,·
CCOC(=O)C1(c2ccccc2)CCN(CCC(=O)Nc2ccc(F)cc2)CC1,0.3,-4,-13,-11,-5,-2.0,1,3,-4.6,1.3,10
CCSc1nnc(C(N)Cc2ccccc2)o1 (centres undefined),-2.2,2,2,0,-14,1.6,3,0,-1.0,5.5,3
CC(=O)C1C(=O)NC23CCCCC2C1c1ccccc1O3 (centres undefined),-0.1,6,17,-1,-4,2.5,-4,4,1.0,3.0,70
Nc1cccc2c1Cc1cc([N+](=O)[O-])ccc1-2,·,-2,-3,3,4,·,1,9,0.4,3.3,·
COc1ccc(C2SCC(=O)Nc3c2c(C)nn3-c2ccccc2)cc1OC (centres undefined),0.8,-6,15,-1,-9,1.6,1,0,-5.3,-1.1,-5
COc1ccccc1OCC(=O)N1CCN(Cc2ccc3c(c2)OCO3)CC1,-0.6,-4,-17,1,5,3.0,-4,-8,1.4,-0.8,303
O=C(/C=C/c1ccccc1)NCCc1cnc[nH]1,0.2,0,9,-1,-14,3.2,3,-8,-0.7,4.3,-3
ClCCOCCCl,-2.1,3,-3,0,1,1.4,1,-5,-0.7,4.3,144
COC1=CC=C2[C@H]3Cc4ccc(OC)c5c4[C@@]2(CCN3C)[C@H]1O5,2.8,4,3,1,-3,0.8,-1,1,1.9,2.1,2
COc1ccc(CN2CCCC(C(=O)c3sccc3C)C2)cc1O (centres undefined),-0.2,-2,4,-2,-5,2.1,-1,3,-1.4,0.9,-2
Nc1ccc(Br)cc1,·,-8,-16,-7,1,·,-1,4,0.7,4.4,·
CCCc1nc2ccccc2c(=O)n1-c1ccc(OC)cc1,-0.6,1,14,-3,-4,-0.2,-4,-1,1.2,2.9,-11
O=C1/C(=C/c2cccnc2)N2CCC1CC2,2.1,-2,-9,0,2,2.7,3,-1,0.4,2.9,-17
C=CCn1c(O)c(C(C)=NCCC2=CCCCC2)c(=O)[nH]c1=O,1.2,1,0,3,2,4.3,0,-7,-1.5,0.5,2
# (list continues)
SMILES,Ecoli viability,Tat export inh,HTR5A inv ctr,DAGLB inhibitor,PKA-R2B act,AddAB inh,HTR5A ag ctr,PKA-R1A activ,CDK5 p35 inh,phage Ecoli inh,SUMO Mot1 rescue
CN1Cc2cnnn2-c2ccccc2C1c1ccccc1 (centres undefined),·,-5,11,0,9,·,-3,1,1.3,5.5,·
CN1CCc2nc3sc(C#N)c(N)c3c(-c3cccs3)c2C1,-1.5,-8,2,3,-11,-0.8,-1,6,0.7,0.4,-1
CC(C)(C)C(=O)OC[N+](C)(C)CCOC(=O)C(O)(c1ccccc1)C1CCCC1 (centres undefined),0.1,0,7,1,-3,1.4,-2,-2,0.5,0.8,-2
Cc1cc(C)c(N=Cc2c(O)[nH]c(=O)[nH]c2=O)c(C)c1,0.4,-5,-4,1,-4,0.2,1,-3,-0.6,1.3,1
COc1ccc(CCNCc2ccccc2)cc1,3.8,0,11,-3,-4,2.1,-3,0,2.8,0.7,-21
CN1C(=O)C(C2CCCCC2)C(=O)N(C)C1=O,·,-11,0,0,7,·,0,5,0.3,2.1,·
COC(=O)CCCCC1SCC(NC(=O)c2ccccc2)C1Cl (centres undefined),-2.0,-11,-22,-2,0,0.7,9,-1,2.2,1.9,0
O=C1NC(=O)C(=Cc2ccc(Sc3ccccc3)o2)C(=O)N1,-0.9,-2,21,11,7,-1.1,-7,-10,5.8,-0.2,3
COC(=O)C1=CO[C@@H](C)[C@@H]2CN3CC[C@@]4(C(=O)Nc5ccccc54)[C@@H]3C[C@H]12,-0.7,-8,7,1,0,4.8,-1,-1,-0.8,1.3,84
CCCCCc1nc2c(c(=O)c3ccccc3n2C)c(=O)n1C1CCCCCC1,0.2,-8,15,5,-11,2.5,-3,2,0.0,2.4,22
CNC(=O)Oc1ccccc1OC(C)C,·,-7,-4,0,-2,·,1,6,-1.7,1.9,·
CCS(=O)(=O)N1CCC(C(=O)N2CCC3(CC2)OCCO3)CC1,0.2,-2,6,2,6,0.9,0,-1,3.2,2.0,-11
O=C(c1cc2c(s1)-c1ccccc1OC2)N1CCC2(CC1)OCCO2,7.2,-6,1,-6,-1,8.0,-5,-13,1.1,6.3,-7
O=C1NC(=O)N(c2cccc(F)c2)C(=O)/C1=C/c1ccc(N2CCOCC2)cc1,0.1,1,1,0,-1,-0.4,-1,6,-5.7,0.8,1
Cc1cc(OCC(=O)N2CCC(C(N)=O)CC2)c2c3c(c(=O)oc2c1)CCCC3,1.7,-2,-41,-1,0,3.7,-3,-6,0.0,4.0,-15

# Only part of the results is shown; the hit share may differ from the screen's.
